ARNT-TACC3 inh: ARNT/TACC3 interaction disruption. AlphaScreen His-ARNT PAS-B/GST-TACC3 binding, luminescence; TACC3 fragment carries E629A point mutation. hit rate 0.66% among 390,000. inhibition, % at 9.99 µM;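 active means mean inhibition of replicates at least 50% and at least half of replicates each reaching 50%; inconclusive means half or more replicates reach 50% but mean below 50%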;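 further: 0% = complete ARNT plus TACC3 wells and 100% = ARNT alone without TACC3; many hits fall short of the cut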
Statin myotox sup: protects C2C12 myotubes from simvastatin toxicity. ATP luminescence, 48 h; scaled: DMSO 0, geranylgeraniol control 100. rescue of ATP level, % at 7.49 µM. AID 602340. hit rate 0.78% among 330,000;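 active means mean ATP rescue above about 67%, or every replicate alone reaching that limit, limit read from the data, passing the limit was not always enough; inconclusive means no clear call, values can overlap the other calls; inactive means mean under the limit and some replicate under it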;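 further: myotubes were challenged with 10 µM simvastatin during compound exposure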
miR-122 sensor: inhibitors of miR-122 in Huh7 cells; Huh7 miR-122 Renilla luciferase sensor, 48 h; neutral wells = 0, positive control = 100; activation (reporter increase), % at 12.5 µM; hit rate 0.3% among 340,000;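 active means mean replicate activation score at least 90 and every replicate individually at or above 90; inconclusive means only one of the two criteria met; inactive means neither criterion met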;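 further: higher luciferase means less miR-122 activity so hits act as miR-122 inhibitors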
ERp5 block: inhibitors of human ERp5; Q15084; ERp5 insulin aggregation, absorbance 650 nm, 90 min; inhibition, % at 9.99 µM; hit rate 0.05% among 350,000; AID 651711;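 active means mean replicate inhibition above about 25%, with every replicate also reaching it, limit read from the data, passing the limit was not always enough; inconclusive means only one of those two criteria met; inactive means neither criterion met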
Target sequence (Q15084 whole entry, looked up): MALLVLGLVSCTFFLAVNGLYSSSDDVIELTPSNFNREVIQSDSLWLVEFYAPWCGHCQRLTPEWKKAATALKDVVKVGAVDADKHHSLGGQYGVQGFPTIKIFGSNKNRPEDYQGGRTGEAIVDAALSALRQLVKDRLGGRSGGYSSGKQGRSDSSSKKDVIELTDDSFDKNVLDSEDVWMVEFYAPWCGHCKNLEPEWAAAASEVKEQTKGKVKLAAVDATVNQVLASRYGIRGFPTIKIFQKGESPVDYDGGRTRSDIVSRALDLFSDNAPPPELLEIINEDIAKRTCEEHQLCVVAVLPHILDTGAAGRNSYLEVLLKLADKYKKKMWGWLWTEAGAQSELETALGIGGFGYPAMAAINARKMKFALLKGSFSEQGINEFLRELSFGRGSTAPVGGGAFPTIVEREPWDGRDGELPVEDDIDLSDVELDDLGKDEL
SIRT5 block: blocks human SIRT5 desuccinylation of peptide; hit rate 1.1% among 330,000; AID 652115; inhibition, % at 15 µM; Q9NXA8; Purified SirT5, succinyl-peptide AMC, trypsin-coupled fluorescence; in the data active means inhibition above about 15%; inconclusive means no clear call, values can overlap the other calls
Target sequence (Q9NXA8 whole entry, looked up): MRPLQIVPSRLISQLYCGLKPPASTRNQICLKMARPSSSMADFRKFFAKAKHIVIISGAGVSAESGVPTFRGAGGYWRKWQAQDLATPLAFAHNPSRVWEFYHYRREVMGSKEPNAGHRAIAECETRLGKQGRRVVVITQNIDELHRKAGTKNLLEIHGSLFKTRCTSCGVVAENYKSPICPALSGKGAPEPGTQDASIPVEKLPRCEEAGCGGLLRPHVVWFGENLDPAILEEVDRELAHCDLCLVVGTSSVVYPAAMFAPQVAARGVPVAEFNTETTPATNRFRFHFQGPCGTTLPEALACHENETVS
esBAF inh: blocks esBAF chromatin remodeling in mouse ES cells; reporter increase, % at 12.5 µM; hit rate 2% among 350,000; Bmi1-luciferase knock-in reporter, 24 h; 100% = twice the neutral-well signal; in the data active means activation above about 40%; inconclusive means no clear call, values can overlap the other calls;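 further: 0% = median of the plate's neutral control wells and 100% = double that signal; a rise in the Bmi1 reporter signal indicates esBAF inhibition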
Cneo AK release: Cryptococcus neoformans lysis via adenylate kinase release; hit rate 0.2% among 360,000; C. neoformans lysis, adenylate kinase release luminescence, 4 h; normalised: neutral wells 0, clomiphene wells 100; lysis activity, % at 15 µM;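 active means mean lysis activity across replicates of at least 80%, whatever share of replicates individually reach that level; inactive means mean lysis activity below 80%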
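Schedule: static 4 h at 37 °C with compound, 1 h detection; system: C. neoformans cells; benchmarks: Clomiphene as positive control; buffer or medium: fresh YPD medium; measure: luminescence rise reflecting yeast cell lysis; measured by: luminescent adenylate kinase detection reagent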
Starred values were filed as active, the others as inactive; ? = inconclusive; . = not tested or not shown; & = joins results of further samples; [ ] = remark or other dose.

item	structure	ARNT-TACC3 inh	Statin myotox sup	miR-122 sensor	ERp5 block
1	COc1cccc(NC(=O)N[C@H]2C=C[C@@H](CC(=O)Nc3ccc(-c4ccccc4)cc3)O[C@H]2CO)c1	7	36	.	1
2	NC(=O)N/N=C/c1ccc2cccc(OCc3ccccc3)c2n1	.	.	-3	5
3	CCOc1ccc(N2C(=O)CC(N(CCc3ccc(OC)c(OC)c3)C(=S)Nc3ccccc3)C2=O)cc1 (stereo not drawn)	-7	-2	2	3
4	CCC1CCCCN1CCCNC(=O)c1ccc2nc(N3CCCCC3)sc2c1 (stereo not drawn)	-19	-7	2	-1
5	O=C(NC1CCCCCC1)C1Cc2ccccc2CN1C(=O)c1ccco1 (stereo not drawn)	-8	0	.	2
6	O=C(NCCN1CCOCC1)c1sc2ccccc2c1Cl	.	.	-4	-4
7	CC(=NNC(=S)N1CCCC1)c1ccccn1	.	-75	53	-10
8	O=C(Nc1cccnc1Cl)c1cc(-c2ccc(Cl)cc2)on1	7	-3	-3	-2
9	COc1ccc(NC(=O)N[C@@H]2CC[C@@H](CC(=O)NC3CCCCC3)O[C@@H]2CO)cc1	0	-1	.	-2
10	CCCN1C2CCCC1CC(NC(=O)c1ccc(OC)cc1)C2 (stereo not drawn)	-3	-7	-4	2
11	CC1CN(S(=O)(=O)c2cccc(C(=O)NCC(c3cccs3)N3CCOCC3)c2)CC(C)O1 (stereo not drawn)	6	-6	-4	-4
12	CCOC(=O)C1CCN(C(=O)c2ccc(N3CCCC3=O)cc2)CC1	2	5	6	1

item	SIRT5 block	esBAF inh	Cneo AK release
1	7	5	-2
2	-3	.	-1
3	-3	0	.
4	-2	?	-1
5	3	8	.
6	0	.	.
7	-3	-14	1
8	-3	7	-3
9	0	2	-3
10	-1	-7	-1
11	2	1	-1
12	0	-4	0

(further entries)
item	structure	ARNT-TACC3 inh	Statin myotox sup	miR-122 sensor	ERp5 block
13	NC(=O)[C@@H]1CCCN1Cc1nc(Cc2cccc(C(F)(F)F)c2)no1	-1	-9	2	-1
14	COc1cccc(-c2ccc([C@H]3[C@H](CO)N4CCCCN(CC5CC5)C[C@@H]34)cc2)c1	-5	0	21[16.7 µM]	-2
15	C=CCn1c(SCC(=O)NC2CCS(=O)(=O)C2)nc2sc(CC)cc2c1=O (stereo not drawn)	-7	-18	-6	.
16	Cn1c(=O)c2c(c3ccccc31)OC(C)(C)CC2	-5	.	.	2
17	C[C@H]1CN([C@@H](C)CO)C(=O)c2ccccc2-c2ccccc2CO[C@@H]1CN(C)C(=O)C1CC1	-4	-1	.	-1
18	CC1(C)C[C@H]2C3=CCC4[C@@]5(C)CC[C@H](O)[C@@](C)(CO)C5CC[C@@]4(C)[C@]3(C)C[C@@H](O)[C@@]2(CO)[C@@H](O)[C@@H]1O (stereo partly drawn)	-9	-8	.	-2
19	CCN(CC)CCN(C(=O)c1cc2ccccc2cc1OC)c1nc2ccc(F)cc2s1	.	2	2	0
20	COCC(=O)N1CCCCN2[C@H](C1)[C@H](c1ccc(-c3cccc(C)c3)cc1)[C@@H]2CO	-1	.	-7[16.7 µM]	0
21	CN(C)CC/C=C1\c2ccccc2Sc2cc(F)c(Cl)cc21	28	.	.	1
22	C[C@@H]1CN([C@H](C)CO)C(=O)c2cc(NS(=O)(=O)c3cn(C)cn3)ccc2O[C@@H](C)CCCCO[C@@H]1CN(C)C(=O)CCC(F)(F)F	-8	.	4[16.7 µM]	2
23	CCC1CN(C(=O)N2CCC(C(=O)NCc3ccc(F)cc3)CC2)c2ccccc2O1 (stereo not drawn)	-5	0	-5	10
24	COc1ccccc1-c1cc(N)n(S(=O)(=O)c2ccc(F)c(C)c2)n1	-7	24	2	4

item	SIRT5 block	esBAF inh	Cneo AK release
13	-3	-2	0
14	1	-6	46
15	.	-3	3
16	1	.	.
17	-1	-2	2
18	.	12	2
19	2	4	3
20	0	.	-3
21	1	.	.
22	-1	12	0
23	-3	-5	1
24	4	-47	2

Single values from the entries so far.
Under miR-122 sensor, #20 reads -7[16.7 µM]
Under ERp5 block, #17 reads -1
Under SIRT5 block, #16 reads 1
Under Statin myotox sup, #18 reads -8
Under SIRT5 block, #24 reads 4

Continuation.
item	structure	ARNT-TACC3 inh	Statin myotox sup	miR-122 sensor	ERp5 block
25	CCn1c(-c2cccc(Br)c2)n[nH]c1=S	.	30	-4	.
26	COc1ccc(NC(=O)Nc2cccc3c2O[C@@H](CN(C)C(=O)Nc2ccc(C(F)(F)F)cc2)[C@H](C)CN([C@H](C)CO)C3=O)cc1	12	2	10[16.7 µM]	.
27	CCOC(=O)c1sc(=S)n(C)c1NC(=O)c1cccc(Br)c1	.	.	5	1
28	O=C(O)CC(NC(=O)COc1ccc(Cl)cc1Cl)C(=O)O (stereo not drawn)	0	-9	-6	.
29	Cc1ccc(S(=O)(=O)Nc2ccc3c(c2)C(=O)N([C@@H](C)CO)C[C@@H](C)[C@H](CN(C)S(=O)(=O)c2ccccc2)O3)cc1	0	50	3[16.7 µM]	5
30	CSc1ccc(/C=C2\NC(=O)NC2=O)cc1	.	.	-1	5
31	CCCC#Cc1ccc2c(c1)O[C@@H](CN(C)C(=O)C1CCC1)[C@H](C)CN([C@H](C)CO)S2(=O)=O	3	-9	9[16.7 µM]	11
32	COCc1nnc(NC(=O)CSCc2ccccc2)s1	-6	7	-1	.
33	COc1ccc(-c2noc(CNC(=O)c3ccc4c(c3)OCO4)n2)cc1	8	-1	0	2
34	OC(c1ccc(F)cc1)c1nc(-c2csc3ccccc23)cs1 (stereo not drawn)	.	-2	0	-1
35	CC(CN1CCN(C)CC1)OC(=O)c1cccc(F)c1 (stereo not drawn)	-3	-4	13	1
36	CSc1ccc(S(=O)(=O)N2CCC(C(=O)NCCCn3ccnc3)CC2)cc1	9	-8	-1	-3

item	SIRT5 block	esBAF inh	Cneo AK release
25	.	-9	1
26	.	3	55
27	-2	.	1
28	.	-5	-4
29	0	4	0
30	-4	.	-3
31	0	6	0
32	.	-5	0
33	-6	4	2
34	.	16	-7
35	2	-6	2
36	-3	4	-3

Complete entries as entered above.
CCCC#Cc1ccc2c(c1)O[C@@H](CN(C)C(=O)C1CCC1)[C@H](C)CN([C@H](C)CO)S2(=O)=O as listed: ARNT-TACC3 inh: 3; Statin myotox sup: -9; miR-122 sensor: 9[16.7 µM]; ERp5 block: 11; SIRT5 block: 0; esBAF inh: 6; Cneo AK release: 0
O=C(O)CC(NC(=O)COc1ccc(Cl)cc1Cl)C(=O)O (stereo not drawn) as listed: ARNT-TACC3 inh: 0; Statin myotox sup: -9; miR-122 sensor: -6; ERp5 block: .; SIRT5 block: .; esBAF inh: -5; Cneo AK release: -4

More entries
item	structure	ARNT-TACC3 inh	Statin myotox sup	miR-122 sensor	ERp5 block
37	COc1ccc(/C=N/NC(=O)CCn2cnc(-c3ccccc3)c2-c2ccccc2)cc1	4	.	.	1
38	C[C@@H]1CCCCO[C@H](CN(C)C(=O)Nc2ccc(F)cc2)[C@@H](C)CN([C@H](C)CO)C(=O)c2cc(NC(=O)C3CCCCC3)ccc2O1	-3	.	-3[16.7 µM]	0
39	O=C(c1cc(-c2cccs2)on1)N1CCCc2ccccc21	-1	4	11	1
40	O=C(Nc1ccc2c(c1)C(=O)NC2=O)c1ccccc1	-5	-5	-4	3
41	COC(=O)C[C@@H]1C[C@H]2c3cc(NC(=O)Nc4ccc(F)cc4)ccc3O[C@H]2[C@@H](CO)O1	3	-2	-6[16.7 µM]	.
42	O=C(NN=C(Cc1ccccc1)Cc1ccccc1)c1ccccc1F	1	.	.	-1
43	O=C(COc1ccccc1F)Nc1ccc(S(=O)(=O)Nc2nccs2)cc1	.	1	.	2
44	COC(=O)C1=C(C)NC(=O)NC1c1ccc(OC(=O)c2ccco2)cc1 (stereo not drawn)	18	.	.	-5
45	COc1cc(OC)cc(C(=O)NCCNC(=O)c2ccccn2)c1	.	6	-1	2
46	O=C1N[C@@H](Cc2c[nH]c3ccccc23)COC(=O)[C@H](Cc2ccc(F)cc2)C/C=C\C[C@@H]1CC(=O)N(CCO)Cc1ccccc1	-2	7	-15	-3
47	CC1Cc2ccccc2N1C(=O)CCS(=O)(=O)c1cccc2nonc12 (stereo not drawn)	-3	.	-2	.
48	Cc1ccc(S(=O)(=O)N(C)C[C@H]2OCCCC[C@H](C)Oc3ccc(NS(=O)(=O)c4c(C)noc4C)cc3C(=O)N([C@H](C)CO)C[C@@H]2C)cc1	-4	.	-6[16.7 µM]	5

item	SIRT5 block	esBAF inh	Cneo AK release
37	4	.	.
38	4	0	3
39	-1	23	-2
40	-3	15	4
41	.	5	-7
42	-2	.	.
43	-2	-2	-5
44	-5	.	.
45	-4	2	35
46	-3	11	11
47	.	6	.
48	6	-3	6

Screen by screen, quoted from above:
ARNT-TACC3 inh for nos. 8 to 15: 7, 0, -3, 6, 2, -1, -5, -7
esBAF inh for nos. 8 to 15: 7, 2, -7, 1, -4, -2, -6, -3

The list continues.
item	structure	ARNT-TACC3 inh	Statin myotox sup	miR-122 sensor	ERp5 block
49	O=C(COc1ccc(Oc2ccccc2)cc1)NCc1cn2ccccc2n1	5	.	.	5
50	Cc1cc(/C=C(\C#N)C(=O)O)c(C)n1CCC(C)C	1	1	15	-5
51	COc1ccc(NC(=O)N(C)C[C@@H]2OCCCC[C@H](C)Oc3ccc(NC(=O)Nc4c(C)noc4C)cc3C(=O)N([C@@H](C)CO)C[C@@H]2C)cc1	-2	9	3[16.7 µM]	7
52	COc1cc(C(=O)N(CCCO)Cc2cc3ccc(C)c(C)c3[nH]c2=O)cc(OC)c1OC	-7	-2	-1	.
53	O=C1CCN(Cc2ccccc2)CCN1CCSc1ccccc1	-6	5	0	1
54	O=C(C[C@@H]1C[C@H]2c3cc(NC(=O)C4CCC4)ccc3O[C@H]2[C@H](CO)O1)NC1CCCC1	-4	1	3[16.7 µM]	-7
55	Cc1cccc2cc(CN(CC3CCCO3)C(=S)Nc3ccccc3)c(=O)[nH]c12 (stereo not drawn)	3	.	9	.
56	C/C(CC(=O)Nc1cc(C)ccn1)=N\NC(=O)c1cccc(C)c1	26	.	.	-3
57	O=C(CCN1CCCCC1)N[C@@H]1CC[C@@H](CCn2cc(-c3cccc(F)c3)nn2)O[C@@H]1CO	-7	-2	.	-2
58	COc1ccc(S(=O)(=O)Nc2ccc3c(c2)C(=O)N([C@H](C)CO)C[C@H](C)[C@@H](CN(C)C(=O)NC2CCCCC2)O3)cc1	-5&-2	6&-8	-4[16.7 µM]	0&2

item	SIRT5 block	esBAF inh	Cneo AK release
49	-5	.	.
50	1	-4	-2
51	0	-1	0
52	.	-1	-1
53	.	61*	-3
54	-1	1	-3
55	.	.	2
56	-1	.	.
57	-11	-4	2
58	-2&-2	-1&7	-3&-5

Screening results from PubChem.
